# Screening results deposited in PubChem by several laboratories.
# SARS 3CLpro inh = SARS-CoV 3CLpro protease inhibitors, primary screen, biochemical, quenched FRET | Replicase polyprotein 1ab (Severe acute respiratory syndrome coronavirus), P0C6X7 | recombinant SARS-CoV 3CLpro, quenched FRET peptide cleavage | inhibition, % at 6 µM | 290,000 compounds, 0.14% hits | AID 1706, 2009; in the data active means inhibition above about 12%
# PrPC TRFRET = inhibitors of human cell surface prion protein PrPC, primary screen, cell-based, TR-FRET. Major prion protein (Homo sapiens), P04156. TR-FRET read-out. inhibition, % at 13.8 µM. 370,000 compounds, 0.43% hits; in the data active means inhibition above about 24%; further: 0% = median of the test wells and 100% = reference compound wells
# MazEF act = activators of E. coli MazEF toxin-antitoxin RNase, primary screen, biochemical, fluorescence, uHTS. Endoribonuclease toxin MazF (Escherichia coli (strain K12)), P0AE70. FAM/BHQ RNA-DNA oligo cleavage fluorescence, 5 h. activation, % at 20 µM. 350,000 compounds, 0.32% hits; in the data active means activation above about 50%
# DUSP3 inh = VHR1 phosphatase inhibitors, primary screen, biochemical, absorbance, uHTS; Dual specificity protein phosphatase 3 (Homo sapiens), P51452; recombinant VHR phosphatase, pNPP absorbance; inhibition, % at 13.3 µM; 290,000 compounds, 0.52% hits; in the data active means inhibition above about 50%; further: some compounds called inactive have numbers as strong as hits
# Target sequence (P51452 whole entry, looked up): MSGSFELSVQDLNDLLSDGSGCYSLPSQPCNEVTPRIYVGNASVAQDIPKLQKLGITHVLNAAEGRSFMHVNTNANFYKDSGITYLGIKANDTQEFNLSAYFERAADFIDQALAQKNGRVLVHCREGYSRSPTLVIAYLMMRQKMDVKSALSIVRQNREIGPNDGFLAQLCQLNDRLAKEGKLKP
# SSB-PriA inh = inhibitors of Klebsiella pneumoniae PriA binding to SSB C-terminal tail, primary screen, biochemical, AlphaScreen; PriA–SSB C-terminal tail interaction (Klebsiella pneumoniae); inhibition, % at 33 µM; AlphaScreen SSBct-PriA binding, biotinylated peptide; AID 1272365, 2023; 430,000 compounds, 0.6% hits; in the data active means inhibition mostly above about 37%, no sharp cut-off; inactive means mostly below about 20%;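 further: plate controls were negative control peptide for no effect and reference peptide for full effect; strong numbers were not always called active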
# Anthrax LF prot = Bacillus anthracis LF protease inhibitors, primary screen, biochemical, multiplex microsphere, MLPCN library; 360,000 compounds, 0.12% hits; multiplex microsphere protease cleavage assay; inhibition, % at 10 µM; further: plate controls were buffer without enzyme for full effect and enzyme alone for no effect
# Target sequence (P15917 whole entry, looked up): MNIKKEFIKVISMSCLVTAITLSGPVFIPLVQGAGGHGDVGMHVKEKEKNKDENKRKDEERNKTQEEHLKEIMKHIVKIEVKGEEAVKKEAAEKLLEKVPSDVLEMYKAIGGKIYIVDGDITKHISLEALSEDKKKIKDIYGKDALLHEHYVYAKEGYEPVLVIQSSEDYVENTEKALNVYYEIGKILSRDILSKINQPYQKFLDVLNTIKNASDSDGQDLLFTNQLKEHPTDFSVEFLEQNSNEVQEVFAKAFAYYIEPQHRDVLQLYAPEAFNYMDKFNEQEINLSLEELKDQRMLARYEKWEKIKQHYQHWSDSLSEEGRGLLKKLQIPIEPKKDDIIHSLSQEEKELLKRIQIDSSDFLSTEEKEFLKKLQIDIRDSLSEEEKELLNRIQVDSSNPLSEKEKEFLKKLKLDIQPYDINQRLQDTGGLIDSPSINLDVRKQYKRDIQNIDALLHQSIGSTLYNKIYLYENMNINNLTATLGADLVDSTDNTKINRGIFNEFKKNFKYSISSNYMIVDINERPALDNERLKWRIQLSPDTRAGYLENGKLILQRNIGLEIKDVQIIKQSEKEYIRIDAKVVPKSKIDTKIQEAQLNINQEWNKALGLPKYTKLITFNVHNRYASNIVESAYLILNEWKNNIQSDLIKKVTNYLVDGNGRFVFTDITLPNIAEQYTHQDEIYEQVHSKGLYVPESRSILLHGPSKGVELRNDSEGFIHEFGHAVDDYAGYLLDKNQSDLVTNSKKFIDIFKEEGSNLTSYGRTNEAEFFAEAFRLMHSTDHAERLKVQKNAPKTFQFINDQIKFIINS
# BoNT-F LC inh = BoNT/F light chain protease inhibitors, primary screen, biochemical, flow cytometry, MLPCN library; Multiplex microsphere protease cleavage assay; Botulinum neurotoxin type F light chain protease (Clostridium botulinum); 360,000 compounds, 0.22% hits; inhibition, % at 10 µM; in the data active means inhibition above about 35%, passing the limit was not always enough; inconclusive means no clear call, values can overlap the other calls; further: plate controls were buffer without enzyme for full effect and enzyme alone for no effect
# Rv3671c inh = Rv3671c serine protease inhibitors, primary screen, biochemical, fluorescence polarization, M. tuberculosis H37Rv; AID 2606, 2010; P9WHR9; inhibition, % at 5.96 µM; 320,000 compounds, 0.048% hits; in the data active means inhibition above about 38%;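 further: extracellular domain of Rv3671c used as enzyme; 0% = enzyme with DMSO and 100% = no enzyme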
# BoNT A protease = BoNT/A light chain protease inhibitors, primary screen, biochemical, flow cytometry, MLPCN library; multiplex microsphere protease substrate cleavage; inhibition, % at 10 µM; 360,000 compounds, 0.17% hits; AID 588499, 2011; further: plate controls were buffer without enzyme for full effect and enzyme alone for no effect
# CCHF vOTU inh = CCHFV vOTU protease inhibitors, primary screen, biochemical, Pep-AMC substrate, fluorescence. inhibition, % at 11.5 µM. 370,000 compounds, 0.55% hits; in the data active means inhibition above about 30%; further: 0% = vehicle wells with enzyme and 100% = no enzyme wells
# An asterisk follows results filed as active; i = inactive; ? = inconclusive; / = not tested or not shown; & = joins results of further samples. Unless noted, no stated cut-off is given here; in the data, active means inhibition above about 30%; inconclusive means no clear call, values can overlap the other calls; inactive means below that.
# Start of the data: the first six records, ahead of the listing:
SMILES,SARS 3CLpro inh,PrPC TRFRET,MazEF act,DUSP3 inh,SSB-PriA inh,Anthrax LF prot,BoNT-F LC inh,Rv3671c inh,BoNT A protease,CCHF vOTU inh
CC(CCc1ccccc1)NC(=O)CNC(=O)c1cccs1 (centres undefined),2,-2,-2,-3,-7,-2,-3,-9,0.2,6
CCc1noc(C)c1C(=O)NCCc1ccc(Cl)cc1,/,2,4,/,-18,2,6,-3,-1.6,4
COc1cc2c(cc1OC)C(C)N(C(=O)c1cc3c(s1)-c1c(C)cccc1OC3)CC2 (centres undefined),2,-4,-2,4,-2,-4,1,-8,-0.1,-27
Cc1sc2nc(SCC(=O)Nc3ccc(Cl)c(C(=O)O)c3)[nH]c(=O)c2c1C,/,-1,5,/,-14,-6,-16,/,-1.1,5
CCCn1c(=O)c(C(=O)NCc2ccncc2)c(O)c2ccccc21,-7,1,5,8,-25,-3,1,-9,0.0,5
c1ccc(OCCOc2ncnc3sccc23)cc1,-4,2,-5,6,-29,-2,-8,-1,-0.6,14

# Results, from the first entry:
SMILES,SARS 3CLpro inh,PrPC TRFRET,MazEF act,DUSP3 inh,SSB-PriA inh,Anthrax LF prot,BoNT-F LC inh,Rv3671c inh,BoNT A protease,CCHF vOTU inh
CC(CCc1ccccc1)NC(=O)CNC(=O)c1cccs1 (centres undefined),2,-2,-2,-3,-7,-2,-3,-9,0.2,6
CCc1noc(C)c1C(=O)NCCc1ccc(Cl)cc1,/,2,4,/,-18,2,6,-3,-1.6,4
COc1cc2c(cc1OC)C(C)N(C(=O)c1cc3c(s1)-c1c(C)cccc1OC3)CC2 (centres undefined),2,-4,-2,4,-2,-4,1,-8,-0.1,-27
Cc1sc2nc(SCC(=O)Nc3ccc(Cl)c(C(=O)O)c3)[nH]c(=O)c2c1C,/,-1,5,/,-14,-6,-16,/,-1.1,5
CCCn1c(=O)c(C(=O)NCc2ccncc2)c(O)c2ccccc21,-7,1,5,8,-25,-3,1,-9,0.0,5
c1ccc(OCCOc2ncnc3sccc23)cc1,-4,2,-5,6,-29,-2,-8,-1,-0.6,14
N#CC1=C(N)Nc2ncnn2C1c1ccc(F)cc1 (centres undefined),-2,-3,2,22,-10,1,1,5,0.4,9
NNC(=O)CCc1ccc(S(=O)(=O)N2CCOCC2)cc1,3,/,1,16,-11,9,-5,-3,-1.3,/
COc1ccc(CCNC(=O)C2(C)CCC(=O)N2Cc2ccc3c(c2)OCO3)cc1OC (centres undefined),-4,-2,0,-10,0,3,3,3,-1.1,0
Cc1c(C(=O)Nc2ccc(Cl)cc2)c2ccccn2c1C(=O)c1ccc([N+](=O)[O-])cc1,2,1,3,17,-21,-11,-10,-1,-1.0,7
O=[N+]([O-])c1ccc2nc(/C=C/c3ccc(Cl)cc3)[nH]c2c1,1,6,14,-1,7,6,6,-80,6.2,15
COc1ccccc1Cn1nnc2c(=O)[nH]c(C3CCN(C(=O)c4ccc(C)cc4)CC3)nc21,2,-1,5,24,-15,-3,4,1,-0.2,3
COc1ccc(N(C(=O)c2ccc(C)cc2)S(=O)(=O)c2cccs2)cc1,3,4,-1,-7,-10,2,-7,4,0.6,-5
O=S(=O)(NCc1cc(-c2ccccc2)no1)c1ccc(Cl)cc1,-4,2,7,19,-3,-3,7,3,-0.4,-1
O=C(NCc1ccco1)/C(=C/C=C/c1ccccc1)NC(=O)c1ccco1,1,-9,3,33,5,0,-5,-5,-0.4,9
CC1(C(=O)Nc2ccc3c(c2)OCCO3)CCN1C(=O)CC1CCCC1 (centres undefined),/,1,/,/,/,-2,0,/,-0.3,3
CC(C)C(NS(=O)(=O)c1cccc2nsnc12)C(=O)N1CCc2ccccc2C1 (centres undefined),-7,-35,3,-3,-5,/,/,2,/,-4
C=CCn1c(-c2ccccc2OC)n[nH]c1=S,-3,6,3,-5,-7,-2,-1,1,0.1,1
O=C(Cn1nc(C(=O)O)c2ccccc2c1=O)Nc1cc(Cl)cc(Cl)c1,1,-5,-25,25,-9,0,-1,-23,-0.8,4
CCOC(=O)N1CCN(C2=C(NS(=O)(=O)c3ccc(NC(C)=O)cc3)C(=O)c3ccccc3C2=O)CC1,-2,-56,0,10,-11,0,-5,-28,-1.8,-2
COc1cccc(C(=O)NCC(=O)N/N=C/c2ccc3c(c2)OCO3)c1,6,1,8,-5,/,1,-1,-2,-1.4,12
CCCCOC(=O)CSc1nc(N)c(C#N)c(-c2ccc(OCC)cc2)c1C#N,0,-2,-3,-15,-7,-5,4,6,0.4,5
COc1cc([N+](=O)[O-])ccc1NC(=O)C1C2C=CC(C2)C1C(=O)O (centres undefined),-5,8,3,-24,-15,13,-19,2,-4.1,6
CC(CC(=O)Nc1nnc(C(C)(C)C)s1)c1ccccc1 (centres undefined),2,-9,-20,-4,0,-10,21,3,5.1,-8
O=C(O)c1cc(NN=Nc2cccc(S(=O)(=O)O)c2)cc([N+](=O)[O-])c1,0,-6,11,1,3,-8,-14,-4,0.0,7
# Next results follow:
SMILES,SARS 3CLpro inh,PrPC TRFRET,MazEF act,DUSP3 inh,SSB-PriA inh,Anthrax LF prot,BoNT-F LC inh,Rv3671c inh,BoNT A protease,CCHF vOTU inh
CCc1c(C(=O)Nc2ccccc2C(N)=O)csc1C,-2,-3,3,10,-19,1,13,-10,3.1,-8
Cc1ccc(CN2CCN(Cc3cnc(N4CCOCC4)s3)CC2CCO)o1 (centres undefined),2,0,4,-6,0,-2,-3,-8,-0.5,-9
CCOc1ccccc1N1Cc2ccccc2C1,-2,-8,4,20,-17,/,/,8,/,6
Cc1ccc(S(=O)(=O)N(C)c2ccc3sc(C)nc3c2)cc1,-1,7,6,16,-14,0,2,0,0.3,2
O=C(O)c1cccc(S(=O)(=O)NCC2COc3ccccc3O2)c1 (centres undefined),/,11,5,/,1,0,2,2,0.1,8
Cc1ccc(NCc2nc3ccccc3n2C)c(C)c1,0,4,-8,20,-3,-4,?,7,-4.0,-5
CC1=C(C(=O)OCC2CCCO2)C(c2coc3ccccc3c2=O)C2=C(CCCC2=O)N1 (centres undefined),0,-1,10,7,-23,-5,-9,2,-0.7,2
COc1ccc(-c2cc(C(=O)NC(C)c3ccccn3)c3ccccc3n2)cc1OC (centres undefined),/,-3,6,/,-11,/,/,-8,/,-5
CSCCC(NS(=O)(=O)c1ccc2c(c1)oc(=O)n2C)C(=O)NCc1ccccc1 (centres undefined),-1,0,12,-5,-10,-4,-4,-7,0.3,-10
O=c1c2ccccc2nc(SCc2cn3ccsc3n2)n1-c1ccccc1,-4,2,10,4,-5,3,-28,6,-2.5,7
O=[N+]([O-])c1cccc(S(=O)(=O)N2CCN(c3ccccn3)CC2)c1,-5,-20,0,88,0,21,14,-8,-5.5,6
Cc1cn([C@H]2C[C@H](O)[C@@H](/C=C/C(=O)NCCc3cccs3)O2)c(=O)[nH]c1=O,/,5,/,/,/,2,-7,/,-1.2,-8
COc1ccccc1N1CCN(C(=O)COc2cc(C)cc(C)c2)CC1,5,-4,-1,15,2,-4,-2,2,-1.0,12
CCCCN(C(=O)CCCSc1nc2ccccc2[nH]1)c1c(N)n(Cc2ccccc2)c(=O)[nH]c1=O,1,-4,6,32,4,-1,-1,2,6.1,20
COc1ccc(-c2csc3nc(-c4ccc(C)cc4)oc(=O)c23)cc1OC,4,5,-90,92*,-15,1,-2,3,1.1,-5
COc1ccc(CCNC(=O)CN(c2ccc(OC)c(OC)c2)S(=O)(=O)c2ccccc2)cc1OC,3,-9,1,1,-19,-2,-3,-2,-2.4,1
CCc1cccc(Nc2cnn(C34C[C@@H]5C[C@@H](CC(CC(=O)O)(C5)C3)C4)c(=O)c2Cl)c1,4,1,-8,24,-14,-7,-2,2,0.2,24
CC(=O)N(CC(=O)O)c1ccccc1,-3,5,-2,1,1&-4,0,-9,6,-0.5,8
Cc1ccc(S(=O)(=O)N2CCN(C(=O)COC(=O)c3cc(C)oc3C)CC2)cc1,-2,4,7,24,-2,3,-8,-1,-0.5,4
Cc1nc(N2CCN(C(=O)c3ccco3)CC2)c2c3c(sc2n1)CC(C)CC3 (centres undefined),7,20,-2,12,13,0,-4,1,-0.7,13
COc1cccc(NC(=O)n2ncc3c(C)cccc32)c1,-1,3,10,26,-12,-11,24,-14,-1.1,-9
Cc1ccc(NC(=S)N/N=C2/CCCCc3ccccc32)cc1,5,-1,-4,0,/,-3,2,0,0.7,10
COc1ccc(C2c3c(-c4ccccc4O)n[nH]c3C(=O)N2Cc2ccco2)cc1OC (centres undefined),-2,2,7,5,18,/,/,2,/,8
CCOC(=O)N1CCN(C(=O)c2ccc3c(c2)N(Cc2ccc(F)cc2)CCS3)CC1,2,8,0,6,22,-4,-1,0,0.3,-6
Cc1ccc(NC(=O)C2(C)CCN2C(=O)Cc2ccc(C(C)(C)C)cc2)cc1C (centres undefined),/,0,/,/,/,-4,1,/,-0.1,21
# Next structures follow:
SMILES,SARS 3CLpro inh,PrPC TRFRET,MazEF act,DUSP3 inh,SSB-PriA inh,Anthrax LF prot,BoNT-F LC inh,Rv3671c inh,BoNT A protease,CCHF vOTU inh
COc1ccc2[nH]c3c(c2c1)CCN1C(=O)N([C@@H](C)C(=O)NCCc2ccc(OC)c(OC)c2)C(=O)[C@]31C,-1,5,5,24,3,-6,-7,-5,0.3,-5
Cc1cc(C)n2nc(C(=O)N/N=C/c3ccco3)nc2n1,3,5,6,25,i,6,?,7,?,-1
O=C(CCCn1c(=O)[nH]c2ccsc2c1=O)NCc1cccs1,0,7,4,4,-6,1,-6,5,-1.1,-3
CCOC(=O)c1c(NC(=O)CN(C)C)sc(C(=O)N(CC)CC)c1C,-3,-2,1,29,-13,0,?,1,0.3,14
CC(=O)c1ccccc1C(=O)N1CCCC(CCC(=O)N2CCN(c3ccccn3)CC2)C1 (centres undefined),3,4,6,26,-3,-1,3,-5,-0.4,-6
Cc1cccc(-c2nnn3c2nc(NCCc2ccc(S(N)(=O)=O)cc2)c2ccccc23)c1,-2,11,5,16,-12,4,-1,-14,0.7,5
COc1c(O)cccc1/C=N/NC(=O)Cn1ccnc1C,1,-1,2,5,i,4,-2,2,0.6,-10
CCN(CC(=O)Nc1c(F)cccc1F)C(=O)c1ccc(N2CCCC2=O)cc1,/,-2,4,/,1,-1,-6,0,-1.0,1
C=CCNC(=S)N/N=C/c1ccc(-c2cccc([N+](=O)[O-])c2)o1,7,0,12,7,/,0,-1,-1,0.3,25
S=C(NCCc1ccccc1)Nc1ccccc1,-1,5,2,25,1,-6,0,-8,0.1,-2
O=S(=O)(CCN1CCCCC1)Oc1ccc(Cl)cc1Cl,2,4,-6,0,2,-8,-9,-2,-1.5,9
COc1ccc2c(c1[N+](=O)[O-])CCC/C2=N/OC(=O)c1ccccc1SC,0,-4,-9,-8,/,-2,-2,-6,0.5,10
Cc1ccccc1C(=O)NNC(=O)c1cc(N)cc([N+](=O)[O-])c1,8,-33,2,-6,-5,1,1,-9,-0.2,17
O=C(NC(=S)Nc1ccc(N2CCCCC2)cc1)c1ccc2c(c1)OCCO2,0,-5,-2,3,-5,-2,-1,2,-0.2,8
Cn1c(=O)c2c(nc(N/N=C/c3c(O)n(-c4ccccc4)c(=S)[nH]c3=O)n2C)n(C)c1=O,4,0,6,18,/,1,-11,-20,-1.2,-4

# This is a subset; count on the stated rates, not on these rows.
